HePTP inh: blocks human HePTP tyrosine phosphatase; recombinant HePTP phosphatase activity, OD absorbance; inhibition, % at 20 µM; P35236; 0.64% of 110,000 active; in the data active = inhibition above about 50%;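 note: plate controls were vehicle for no effect and reference inhibitor for full effect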
BAP1 block: inhibitors of human BAP1 deubiquitinase; activity remaining (% of control), % at 20 µM; Q92560; recombinant BAP1, Ub-AMC hydrolysis fluorescence kinetic; hits give low values; AID 436; 0.48% of 72,000 active;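 active = activity remaining at or below 50% of control, provided the compound also passes the data quality filters; inactive = the rest, including low values that fail the filters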;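 note: 100% = DMSO wells rate and 0% = substrate alone blank rate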
Target sequence (Q92560 whole entry, looked up): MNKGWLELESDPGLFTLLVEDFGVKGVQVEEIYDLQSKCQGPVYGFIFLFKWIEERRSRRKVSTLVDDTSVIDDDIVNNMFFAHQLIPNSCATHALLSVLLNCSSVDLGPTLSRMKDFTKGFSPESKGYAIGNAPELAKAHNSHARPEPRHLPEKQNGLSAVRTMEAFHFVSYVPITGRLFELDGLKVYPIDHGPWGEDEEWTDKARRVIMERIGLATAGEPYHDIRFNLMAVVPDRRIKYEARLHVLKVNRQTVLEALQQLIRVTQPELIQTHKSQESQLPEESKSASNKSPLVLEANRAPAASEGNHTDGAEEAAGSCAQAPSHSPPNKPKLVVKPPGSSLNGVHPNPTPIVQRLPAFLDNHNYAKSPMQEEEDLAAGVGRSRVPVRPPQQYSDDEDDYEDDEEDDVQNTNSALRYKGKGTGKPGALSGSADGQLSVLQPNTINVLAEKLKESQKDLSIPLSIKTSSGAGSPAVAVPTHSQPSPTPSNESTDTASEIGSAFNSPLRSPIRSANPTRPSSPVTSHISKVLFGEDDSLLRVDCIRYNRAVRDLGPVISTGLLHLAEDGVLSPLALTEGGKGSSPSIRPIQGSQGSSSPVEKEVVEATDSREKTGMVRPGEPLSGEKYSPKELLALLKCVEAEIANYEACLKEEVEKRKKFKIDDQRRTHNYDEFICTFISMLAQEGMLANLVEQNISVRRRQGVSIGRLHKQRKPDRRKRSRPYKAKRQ
Numbers without * were called inactive; nt = no result given; & = joins results of further samples. Not a hit list (roughly 0.95% active in at least one column).

SMILES	HePTP inh	BAP1 block
CCCCNC(=O)CSc1nc2cc3c(cc2c(=O)n1CCCN(CC)CC)OCO3	13	100
Cc1cccc(-c2cc(NC(=O)c3ccc(F)cc3)n[nH]2)c1	3	nt
CCS(=O)(=O)N1Cc2ccccc2CC1C(=O)N1CCN(c2cccc(C)c2C)CC1 (stereo not given)	-4	82
CCN1/C(=C/C(=O)c2ccco2)Sc2ccccc21	9	67
Cc1cccc(N2C(=O)c3ccc(Oc4cccc([N+](=O)[O-])c4)cc3C2=O)c1C	0	nt
Cc1[nH]c(=O)c(C#N)c(C)c1Br	-5	58
CCOc1ccc2nc(SCC(=O)Nc3cccc(C)c3)sc2c1	-9	nt
C(=N\Nc1nc(N2CCOCC2)nc(N2CCOCC2)n1)/c1ccc2c(c1)OCO2	-8	nt
O=S(=O)(c1cccc2nsnc12)N1CCN(C(c2ccccc2)c2ccccc2)CC1	-10	59
CCn1cc(C(=O)OCC(=O)Nc2ccc(S(=O)(=O)N3CCCC3)cc2)c(=O)c2ccc(C)nc21	6	89
COc1cc(C)c(S(=O)(=O)NCc2ccc3c(c2)OCO3)cc1C	7	101
Cc1cc(C(=O)Nc2ccc(I)cc2C(=O)O)ccc1[N+](=O)[O-]	6	nt
Cc1ccc(OCC(=O)Nc2cccc(-c3nc4ncccc4o3)c2)cc1C	6	nt
COCCNC(=O)NC(=O)COC(=O)Cc1ccc2c(c1)OCCO2	5	106
O=C(Oc1ccc(-n2cnnn2)cc1)N1CCOCC1	5	nt

Another view of 6 compounds above:
| Compound | HePTP inh | BAP1 block |
| --- | --- | --- |
| Cc1cccc(N2C(=O)c3ccc(Oc4cccc([N+](=O)[O-])c4)cc3C2=O)c1C | 0 | nt |
| Cc1cccc(-c2cc(NC(=O)c3ccc(F)cc3)n[nH]2)c1 | 3 | nt |
| Cc1ccc(OCC(=O)Nc2cccc(-c3nc4ncccc4o3)c2)cc1C | 6 | nt |
| CCS(=O)(=O)N1Cc2ccccc2CC1C(=O)N1CCN(c2cccc(C)c2C)CC1 (stereo not given) | -4 | 82 |
| COCCNC(=O)NC(=O)COC(=O)Cc1ccc2c(c1)OCCO2 | 5 | 106 |
| C(=N\Nc1nc(N2CCOCC2)nc(N2CCOCC2)n1)/c1ccc2c(c1)OCO2 | -8 | nt |

Next structures follow:
SMILES	HePTP inh	BAP1 block
COc1ccccc1CC1CC(=O)N(c2ccc([N+](=O)[O-])cc2)C1=O (stereo not given)	-4	nt
CCOC(=O)c1c(-c2ccccc2)oc2ccc(OCC(=O)OCc3ccccc3)cc12	-3	nt
NC(=O)CSc1nnc(Cc2ccc3c(c2)OCO3)n1C1CCCCC1	-3	88
CC(C)(C)NCCCCOc1c(Cl)cccc1Cl	0	nt
N#CCCN1CCN(Cn2c3ccccc3c3ccccc32)CC1	4	81
COC(=O)C1=C(C)N(c2ccc(OC)cc2)C(=O)/C1=C\c1ccc(O)c(OC)c1	9	nt
COc1cc(OC)c(C2N(c3ccc(Cl)c(Cl)c3)C(=O)C3CCCN32)cc1OC (stereo not given)	4	84
CC(C)N(Cc1nnc(-c2ccccc2Cl)o1)C(=O)c1cccc(C#N)c1	12	nt
CC1=Nc2cc(-c3ccc(C)cc3)nn2C(=O)C1	nt	94
O=[N+]([O-])c1cccc(Cl)c1N1CCN(CCO)CC1	3	nt
CNC(=O)c1ccc(N(Cc2ccccc2)S(C)(=O)=O)cc1	6	106
Clc1ccc(OCc2cn3cccnc3n2)cc1	nt	90
CN(C(=O)c1cc2n(n1)C(C(F)(F)F)CC(c1ccco1)N2)c1ccc(OC(F)(F)F)cc1 (stereo not given)	1	93
C=CCSc1nnc(-c2ccccc2)o1	10	nt
O=C(OC(C(=O)NCC1CCCO1)c1ccc(F)cc1)c1ccco1 (stereo not given)	-4	109
CC1=Cc2cc([N+](=O)[O-])ccc2OC12C=Cc1c(ccc3ccccc13)O2 (stereo not given)	1	nt
COc1ccc(OC)c(N(CC(=O)NC2CC2)S(=O)(=O)c2ccc(C)cc2)c1	5	94
Cc1ccc(C)c(-c2csc(NC(=O)c3cccs3)n2)c1	5	nt
O=C(NCc1ccccc1)c1ccc(F)c(S(=O)(=O)N2CCOCC2)c1	8	90
CCOC(=O)c1c(C)nc2c(c1C)/C(=N/O)CC(C)(C)C2	0&6	93
O=C(NCCc1ccccc1)C1CCCN1C(=O)NCc1ccccc1 (stereo not given)	-2	109
CCOC(=O)c1c(C)c(C(=O)NCCCOC(C)C)c(C)n1C	10	102
Cc1ccc(-n2c(C)cc(/C=N/NC(=O)c3cccnc3)c2C)cc1C	12	nt
Cc1nc(SCC(=O)Nc2ccccc2)c2oc3ccccc3c2n1	-14	nt
COc1ccccc1CN(CC(=O)NCc1ccco1)C(=O)CNS(=O)(=O)c1ccccc1	4	97
N#Cc1c(N)c(C#N)c(-c2ccco2)c2c1CCCC2	6	nt
CCOC(=O)CCCSc1nnc(CCCN2C(=O)c3cccc4cccc(c34)C2=O)n1-c1ccccc1	11	nt
CC(CN1CCNCC1)(NS(=O)(=O)c1ccccc1)c1ccccc1 (stereo not given)	-13	78
COc1ccc(C2=NO[C@@H]3C(=O)N(C4CCCCC4)C(=O)[C@H]23)cc1OC	2	97
COc1cccc(-c2nc(Cc3ccc(OC)c(OC)c3)no2)c1	-13	97
CCOc1ccc(/C=C2/NC(=S)NC2=O)cc1Cl	-5	nt
O=C(O)c1ccc(C(=O)O)c(C(=O)NCCc2ccccc2)c1	2	nt
O=C(Nc1cc(Cl)cc(Cl)c1)C(c1ccccc1)c1ccccc1	1	nt
COc1ccc(Oc2nc(C)cc(C)c2C#N)cc1	4	58
COc1ccc(NC(=O)COc2ccc(Br)cc2C(C)(C)C)c(OC)c1	3	nt
Cc1oc(-c2ccc(Cl)cc2)nc1CS(=O)CC(=O)NCCN1CCCC1 (stereo not given)	4	99
CC(C)c1ccc(-c2nc3sc4c(c3c(=O)[nH]2)CCCC4)cc1	-4	nt
C=CCOC(=O)C1=C(C)OC(N)=C(C#N)C1c1ccc(F)cc1 (stereo not given)	3	101
Cc1ccc(-c2ccccc2)n1-c1ccc(O)c(C(=O)O)c1	96*	nt
COc1cc(C=NN2CCN(c3ccccn3)CC2)cc(OC)c1OC(C)=O	7	nt
CCC1(c2ccccc2)C(=O)NCNC1=O	6	99&98
O=C(CNS(=O)(=O)c1ccc(C(=O)N2CCOCC2)cc1)N1CCOCC1	6	94
COc1ccccc1-n1c(C)nc(=O)c(-c2ccccc2)c1C	-10	90
COc1ccc(Cl)cc1N(CC(=O)N1CCC(C)CC1)S(=O)(=O)c1ccc(C)c([N+](=O)[O-])c1	0	nt
Cc1cc(/C=N/N2C(=O)c3ccccc3C2=O)c(C)n1-c1ccccc1	-10	nt
CN(Cc1ccccc1)c1oc(-c2ccco2)nc1C#N	-4	nt
O=[N+]([O-])c1ccccc1S(=O)(=O)N1CCN(c2ccccn2)CC1	-1	nt
CC1(C)N(O)CC(c2cccs2)=[N+]1[O-]	nt	103
COc1ccccc1CNC(=O)c1cc(Cl)ccc1Cl	-7	nt
Cc1ccc(-c2cc(C)nc3ncnn23)cc1	-1	96
c1ccc(-n2ncc3c(NCc4ccco4)ncnc32)cc1	1&-2	119
COc1ccc(NC(=O)N2CCN(c3nc(-c4cccc(OC)c4)cs3)CC2)cc1	11	55
Cc1nc2ccccc2c2oc(C(=O)N3CCc4ccccc43)cc12	1	162
CCCOc1cccc(C(=O)Nc2sc(CC)cc2C(=O)OCC)c1	1	nt
CN(C)S(=O)(=O)c1ccc(C(=O)Nc2c3c(nn2C(C)(C)C)CSC3)cc1	nt	86
COc1ccc(C(=O)O)cc1NS(=O)(=O)c1cccc2nsnc12	nt	100
COc1ccccc1N1CCN(C(=O)C(C)N(c2ccc(C)cc2)S(C)(=O)=O)CC1 (stereo not given)	2	107
Cc1nc2c(c(=O)n1CCC(C)C)c1nc3ccccc3nc1n2Cc1ccc2c(c1)OCO2	-4	72
CCNC1CCCc2c1[nH]c1ccc(C)cc21 (stereo not given)	nt	180
C/C=C/Cn1c(SCCCc2ccccc2)nc2c1c(=O)[nH]c(=O)n2C	6	107

Next compounds
SMILES	HePTP inh	BAP1 block
O=C(Nc1ncccc1Cl)c1ccc2c(c1)OCO2	-14	nt
COC(=O)c1ccccc1NC(=O)CSc1nnc(C(CO)NC(=O)c2ccccc2)n1C (stereo not given)	7	98
COc1cc(OC)c(/C=C2\SC(=Nc3ccc(C)c(Cl)c3)NC2=O)cc1Br	0	nt
COc1ccc(CNc2nc(-c3cccnc3)nn2C(=O)c2ccco2)cc1	-3	200
CC(=O)N1CCCc2cc(S(=O)(=O)NCc3ccc(C)cc3)ccc21	8	92
CN1C(=O)c2cccc3c(N(C)C)ccc(c23)C1=O	-8	nt
COc1ccccc1-c1cc(-c2ccc(Br)cc2)nc(=O)[nH]1	-7	nt
O=C(CCn1c(=S)[nH]c2cc3c(cc2c1=O)OCO3)NCCN1CCCC1	5	94
CCOc1ccccc1NC(=O)C1=C(C)NC(=S)NC1c1c(OC)ccc2ccccc12 (stereo not given)	nt	86
Cc1ccccc1NC(=O)c1c(-c2c(F)cccc2Cl)noc1C	6	nt
CC(Oc1ccccc1)C(=O)Nc1ccc(Cl)c(C(N)=O)c1 (stereo not given)	4	nt
CC(=O)N1c2ccccc2C(N(C(=O)COc2ccc(Cl)cc2Cl)c2ccccc2)CC1C (stereo not given)	4	nt
O=C(CCNc1ccc2c(c1)oc1ccccc12)c1ccc(Br)cc1	-7	nt
CC(=O)N1c2ccccc2NC2=C(C(=O)CC(C)(C)C2)C1CC1CC=C(C)C1(C)C (stereo not given)	7	nt
COc1ccc(N(CC(=O)Nc2ccccc2Cl)S(C)(=O)=O)cc1Cl	5	nt

Entries of single compounds from above.
Record of O=C(CCNc1ccc2c(c1)oc1ccccc12)c1ccc(Br)cc1 → HePTP inh = -7; BAP1 block = nt
Record of CN1C(=O)c2cccc3c(N(C)C)ccc(c23)C1=O → HePTP inh = -8; BAP1 block = nt

More records follow:
SMILES	HePTP inh	BAP1 block
COCCCNC(=O)CCc1nc(-c2ccccc2Cl)no1	2	97
CCOc1ccccc1/C=C(/NC(=O)c1ccccc1)C(=O)N1CCCCC1	9	nt
CCc1nnc(NC(=O)c2ccc([N+](=O)[O-])cc2)s1	4	nt
CCn1cc(C(=O)NCc2ccc(Cl)cc2)c(=O)c2cc(S(=O)(=O)N3CCOCC3)ccc21	-15	80
CC(C)N(CCCNC(=O)CC1Oc2ccccc2NC1=O)Cc1ccccc1 (stereo not given)	12	90
Cc1ccc(N2C(=O)C(=Cc3ccc(O)cc3)C(=O)N(c3ccc(C)cc3)C2=S)cc1	2	nt
CC(C(=O)O)N1C(=O)/C(=C/c2ccccc2)SC1=S (stereo not given)	-3	nt
CN(C)c1ccc(NC(=O)COc2ccccc2)cc1	8	nt
COc1ccccc1-c1nc(C#N)c(N2CCN(Cc3ccccc3)CC2)o1	-3	nt
O=C1NN=C2C3CCC4CC12CC1(C3)C(=O)NN=C41	-4	nt
COc1ccccc1NC(=O)CSc1nnc(-c2ccc(NC(C)=O)cc2)n1C	6	164
CCOc1cc(C2CC(=O)NC3=C2C(=O)C(C(=O)OC)C(C)C3)cc(Cl)c1O (stereo not given)	5	105
COc1ccc(NC(=O)c2ccc(N3C(=O)CCC3=O)cc2)cc1	0	nt
Cc1cc(NC(=O)CSc2nc3ccccc3n2CC(=O)N2CCCCC2)no1	7	105

A portion from the list above, for reference:
SMILES	HePTP inh	BAP1 block
COCCCNC(=O)CCc1nc(-c2ccccc2Cl)no1	2	97
CCOc1ccccc1/C=C(/NC(=O)c1ccccc1)C(=O)N1CCCCC1	9	nt
CCc1nnc(NC(=O)c2ccc([N+](=O)[O-])cc2)s1	4	nt
CCn1cc(C(=O)NCc2ccc(Cl)cc2)c(=O)c2cc(S(=O)(=O)N3CCOCC3)ccc21	-15	80
CC(C)N(CCCNC(=O)CC1Oc2ccccc2NC1=O)Cc1ccccc1 (stereo not given)	12	90

3 of the entries above in order of their number in BAP1 block, rising:
SMILES	HePTP inh	BAP1 block
CCn1cc(C(=O)NCc2ccc(Cl)cc2)c(=O)c2cc(S(=O)(=O)N3CCOCC3)ccc21	-15	80
CCOc1cc(C2CC(=O)NC3=C2C(=O)C(C(=O)OC)C(C)C3)cc(Cl)c1O (stereo not given)	5	105
COc1ccccc1NC(=O)CSc1nnc(-c2ccc(NC(C)=O)cc2)n1C	6	164
